TROY NFkB inh: blocks TROY-dependent signaling in reporter cells | inhibition, % at 10 µM | Q293 LMP1-TROYcd NF-kB luciferase reporter, 4 h | AID 1347056 | actives 0.98% (n = 360,000);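 active = compounds whose plate-normalised and pattern-corrected inhibition of the luciferase reporter signal at the single screening dose is 50% or more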
NCOA1 inh: inhibits human SRC1 coactivator. inhibition, % at 3.6 µM. actives 0.12% (n = 360,000). AID 588354. HEK293 GAL4-SRC1 luciferase reporter, luminescence. Q15788;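 active = inhibition above the campaign mean plus 3 SD, with each screening campaign given its own cutoff, cut at about 60% in these data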;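 also: 0% = DMSO treated cells and 100% = gossypol at 36 µM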
COUP-TFII inh: inhibitors of human COUP-TFII (NR2F2) | inhibition, % at 8.6 µM | actives 0.7% (n = 370,000) | HEK293T NGFI-A luciferase reporter, luminescence | P24468;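 active = inhibition above a per-plate cutoff, mean inhibition of test wells between control levels plus 3 SD, cut at about 38% in these data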;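 also: cells cotransfected with COUP-TFII expression vector driving the NGFI-A reporter; 0% = median of COUP-TF2 test wells and 100% = reporter-only cells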
TWEAK-Fn14 inh: inhibitors of TWEAK-Fn14 interaction signaling; TWEAK-stimulated Fn14 reporter cells, luciferase luminescence, 8 h; inhibition, % at 10 µM; actives 2% (n = 360,000); in the data active = inhibition above about 50%
Granule exo inh: lytic granule exocytosis inhibition | TALL-104 LAMP-1 surface exposure, flow cytometry; cells stimulated with thapsigargin and PMA | inhibition, % at 10 µM | actives 0.66% (n = 360,000) | AID 651702;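 active = inhibition above about 55%, limit read from the data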
ABHD5-PLIN5 inh: ABHD5-PLIN5 protein interaction inhibition; Q00G26+Q8WTS1; Split G. princeps luciferase complementation, luminescence, 4 h; inhibition, % at 4 µM; actives 0.78% (n = 360,000);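 active = inhibition above the mean inhibition across every tested compound plus 3 SD, cut at about 22% in these data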;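 also: 0% = DMSO only wells and the 100% control is not disclosed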
TLR9-MyD88 inh: blocks human TLR9 binding to MyD88; actives 0.21% (n = 340,000); Q9NR96+Q99836; inhibition, % at 4.98 µM; CHO BLA complementation TLR9-MyD88, CCF4 FRET ratio; AID 504734;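 active = inhibition above the mean over all tested compounds plus 3 SD, cut at about 21% in these data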;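 also: 0% = DMSO only wells and 100% = clavulanate BLA inhibitor control wells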
SRC3 inh: human NCOA3 inhibition; Q9Y6Q9; HEK293 GAL4-SRC3 luciferase reporter, luminescence; inhibition, % at 3.6 µM; actives 0.17% (n = 360,000); AID 588352;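 active = inhibition above a per-campaign cutoff, the mean of all compounds plus 3 SD, cut at about 60% in these data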;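 also: 0% = DMSO-treated cells and 100% = gossypol-treated cells at 36 µM; higher means less SRC3-driven luciferase light from the GAL4 reporter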
Target sequence (Q9Y6Q9 whole entry, looked up, the tested form may be a part): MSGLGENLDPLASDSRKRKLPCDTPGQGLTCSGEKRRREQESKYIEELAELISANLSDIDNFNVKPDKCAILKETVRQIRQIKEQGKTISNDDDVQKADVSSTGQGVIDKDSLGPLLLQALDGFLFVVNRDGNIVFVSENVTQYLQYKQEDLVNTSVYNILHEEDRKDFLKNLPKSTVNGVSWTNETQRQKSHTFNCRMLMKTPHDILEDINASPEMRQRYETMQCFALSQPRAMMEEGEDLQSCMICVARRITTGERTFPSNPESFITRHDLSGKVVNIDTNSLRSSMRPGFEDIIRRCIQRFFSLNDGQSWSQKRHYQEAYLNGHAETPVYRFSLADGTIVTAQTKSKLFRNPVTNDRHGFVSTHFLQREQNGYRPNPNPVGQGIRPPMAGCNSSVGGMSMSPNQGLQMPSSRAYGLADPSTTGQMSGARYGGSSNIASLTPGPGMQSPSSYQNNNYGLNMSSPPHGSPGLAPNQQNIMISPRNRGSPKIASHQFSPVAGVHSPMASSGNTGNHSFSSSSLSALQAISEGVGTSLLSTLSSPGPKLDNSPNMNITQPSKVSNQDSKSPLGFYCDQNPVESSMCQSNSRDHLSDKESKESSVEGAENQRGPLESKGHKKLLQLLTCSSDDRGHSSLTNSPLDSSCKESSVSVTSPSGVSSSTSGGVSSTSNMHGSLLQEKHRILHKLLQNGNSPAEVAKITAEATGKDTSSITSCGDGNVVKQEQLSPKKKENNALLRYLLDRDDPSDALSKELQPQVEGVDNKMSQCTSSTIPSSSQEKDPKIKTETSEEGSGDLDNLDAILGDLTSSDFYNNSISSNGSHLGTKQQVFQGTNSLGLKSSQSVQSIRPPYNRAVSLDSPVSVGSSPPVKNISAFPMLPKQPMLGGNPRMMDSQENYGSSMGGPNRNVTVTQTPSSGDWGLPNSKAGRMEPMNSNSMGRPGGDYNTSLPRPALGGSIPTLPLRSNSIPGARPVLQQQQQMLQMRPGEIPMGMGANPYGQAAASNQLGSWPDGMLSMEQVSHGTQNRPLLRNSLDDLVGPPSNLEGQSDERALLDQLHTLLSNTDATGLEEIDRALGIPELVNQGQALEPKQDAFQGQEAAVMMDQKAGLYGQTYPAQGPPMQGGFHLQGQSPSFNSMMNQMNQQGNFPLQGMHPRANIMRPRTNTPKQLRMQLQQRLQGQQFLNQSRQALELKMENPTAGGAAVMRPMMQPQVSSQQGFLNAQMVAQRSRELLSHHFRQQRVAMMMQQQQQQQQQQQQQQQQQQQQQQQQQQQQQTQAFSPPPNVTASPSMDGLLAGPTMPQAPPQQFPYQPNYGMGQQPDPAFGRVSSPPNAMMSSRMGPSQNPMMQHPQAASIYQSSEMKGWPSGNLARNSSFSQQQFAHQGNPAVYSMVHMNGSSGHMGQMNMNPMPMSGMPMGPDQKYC
NR5A2 inv ag: inverse agonists of human LRH-1 (NR5A2) | inhibition, % at 3.6 µM | O00482 | actives 0.13% (n = 360,000) | AID 602396 | HEK293T StAR-luciferase reporter, LRH-1 transfected, 24 h;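 active = inhibition above the mean inhibition of all tested compounds plus 3 SD, cut at about 73% in these data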;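 also: 0% = DMSO wells and 100% = reporter-only cells lacking LRH-1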
NCOA2 inhibitor: inhibits human steroid receptor coactivator 2; inhibition, % at 9 µM; HEK293 GAL4-SRC2 luciferase reporter, luminescence; actives 0.17% (n = 370,000);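 active = inhibition above the mean inhibition of all tested compounds plus 3 SD, set per campaign, cut at about 52% in these data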;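 also: 0% = DMSO treated cells and 100% = cells given Gossypol at 36 µM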
NOD2-RIPK2 inh: inhibitors of human NOD2-RIPK2 interaction; actives 0.38% (n = 360,000); inhibition, % at 4.98 µM; CHO BLA complementation NOD2-RIPK2, CCF4 ratio; AID 624267; in the data active = inhibition above about 21%;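 also: 0% = vehicle only and 100% = reference blocker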
* = called active by the depositor; nt = no result given. Some of the compounds tested. The share of hits here may be higher or lower than overall.

SMILES | TROY NFkB inh | NCOA1 inh | COUP-TFII inh | TWEAK-Fn14 inh | Granule exo inh | ABHD5-PLIN5 inh | TLR9-MyD88 inh | SRC3 inh | NR5A2 inv ag | NCOA2 inhibitor | NOD2-RIPK2 inh
COC(=O)C(Cc1ccccc1)NC(=O)CCNC(=O)c1ccco1 (stereo not given) | -17 | 6 | -3 | 1 | -12 | 0 | 8 | -2 | -10 | 21 | -4
Cn1c2c(c(=O)n(C)c1=O)C(c1ccccc1F)C(C#N)=C(N)O2 (stereo not given) | -7 | 2 | 8 | -19 | -1 | 19 | 11 | 7 | 14 | 9 | -1
COc1ccc(CCN(C)C(=O)c2ccc(S(=O)(=O)Nc3ccccc3F)cc2)cc1OC | 21 | -16 | -12 | -1 | -14 | -2 | 1 | -10 | 8 | 2 | -11
Cc1cc2nc(C(C)(C)C)c(Cc3cccc(Cl)c3)n2c(C)c1Br | 1 | nt | -8 | 20 | -3 | -3 | nt | nt | 20 | -25 | -5
Cc1cccc(Nc2ccccc2C(=O)OCC(=O)N(C)C2CCS(=O)(=O)C2)c1C (stereo not given) | 6 | 5 | 6 | -9 | -2 | 6 | -6 | 3 | 1 | 5 | 5
Cc1ccc(NC(=O)CSc2nnc(-c3cccnc3)n2-c2ccc(C)cc2)cc1 | 7 | 13 | 11 | -11 | 1 | 2 | 0 | 5 | 0 | 9 | 2
O=c1[nH]nc(CNc2ccc(O)cc2)c2ccccc12 | 11 | -14 | 29 | 6 | 3 | -5 | -3 | -1 | -3 | -3 | -9
CCN1CCN(S(=O)(=O)c2ccc(C)c([N+](=O)[O-])c2)CC1 | 4 | -18 | -10 | 3 | -3 | 3 | -3 | 10 | 1 | 1 | 3
O=C(Oc1cccc2c(O)cccc12)c1ccccc1Cl | -21 | 7 | -8 | -5 | -7 | -5 | 2 | -10 | 2 | -14 | 10
CN(Cc1ccco1)C(=O)Cn1nc(-c2ccc(Cl)cc2)ccc1=O | -4 | -6 | 15 | -15 | 5 | 11 | 4 | 18 | -4 | -15 | -4
Cc1cc(NC(=O)Nc2ccccc2Cl)no1 | -12 | -32 | -23 | -12 | -1 | -1 | 0 | -25 | -12 | -18 | -6
CCC(CC)NC(=O)CON=C1c2ccccc2-c2ccccc21 | 0 | -11 | -9 | 15 | -6 | -5 | 3 | 19 | -4 | -8 | 2
CCN(Cc1ccccc1)C(=O)CSc1ccccc1C(=O)O | -2 | -12 | -6 | -15 | 0 | -2 | -8 | 12 | 23 | 17 | -8
O=c1cc(-c2ccc(Cl)c(Cl)c2)[nH][nH]1 | -2 | -6 | 2 | 0 | 3 | -24 | -7 | -12 | 12 | -3 | 3
O=C(Nc1nnc(SCc2ccccc2F)s1)c1ccco1 | -54 | -17 | -11 | -9 | -3 | 2 | 1 | -14 | -13 | -12 | -2

Five compounds from above with just NCOA2 inhibitor.
canonical_smiles | NCOA2 inhibitor
Cc1cc(NC(=O)Nc2ccccc2Cl)no1 | -18
CCC(CC)NC(=O)CON=C1c2ccccc2-c2ccccc21 | -8
CCN(Cc1ccccc1)C(=O)CSc1ccccc1C(=O)O | 17
O=c1cc(-c2ccc(Cl)c(Cl)c2)[nH][nH]1 | -3
O=C(Nc1nnc(SCc2ccccc2F)s1)c1ccco1 | -12

Single records (already shown). Screens in order: TROY NFkB inh, NCOA1 inh, COUP-TFII inh, TWEAK-Fn14 inh, Granule exo inh, ABHD5-PLIN5 inh, TLR9-MyD88 inh, SRC3 inh, NR5A2 inv ag, NCOA2 inhibitor, NOD2-RIPK2 inh
Profile of `Cc1cccc(Nc2ccccc2C(=O)OCC(=O)N(C)C2CCS(=O)(=O)C2)c1C` (stereo not given) = 6, 5, 6, -9, -2, 6, -6, 3, 1, 5, 5
Profile of `O=C(Oc1cccc2c(O)cccc12)c1ccccc1Cl` = -21, 7, -8, -5, -7, -5, 2, -10, 2, -14, 10

Next section:
SMILES | TROY NFkB inh | NCOA1 inh | COUP-TFII inh | TWEAK-Fn14 inh | Granule exo inh | ABHD5-PLIN5 inh | TLR9-MyD88 inh | SRC3 inh | NR5A2 inv ag | NCOA2 inhibitor | NOD2-RIPK2 inh
CCOC(=O)[C@]12CCCC=C1N(Cc1ccc(Cl)cc1Cl)C(=O)[C@H](CC(=O)NCc1cccc(C(F)(F)F)c1)C2 | 11 | nt | 29 | 21 | 3 | 2 | nt | nt | 17 | -5 | 5
Cc1ccc(-c2cc(C(=O)NCCc3ccc(S(N)(=O)=O)cc3)c3ccccc3n2)cc1 | -10 | -13 | -22 | 6 | -2 | 7 | 3 | 1 | 0 | -50 | 0
CCOc1ccc(NC(=S)NC(=O)/C=C/c2ccco2)cc1 | -6 | -1 | -7 | 2 | -9 | 11 | 0 | -73 | -15 | -44 | 1
Cc1c(C(=O)NCc2ccc3c(c2)OCCO3)sc(=O)n1Cc1cccc(C(F)(F)F)c1 | 20 | 3 | 1 | 18 | -5 | -8 | nt | 18 | 9 | 5 | -2
CCOC(=O)N1CCN(C(=O)c2cccc(S(=O)(=O)Nc3ccccc3Cl)c2)CC1 | 10 | -3 | -2 | -5 | -4 | -3 | -3 | 1 | 15 | 9 | -2
CCOC(=O)c1cc(-c2ccccc2)n(CC(=O)Nc2ccc(OC)c(OC)c2)c1C | 5 | 4 | 10 | 1 | 2 | -4 | 16 | 9 | -23 | 9 | 8
CC1=CC(C)(C)Nc2ccc(OC(=O)c3ccco3)cc21 | 38 | 10 | 13 | 88* | 14 | 67* | 3 | -2 | 21 | 55* | 12
N#CC1=C2C=Cc3ccccc3N2CCCC1=O | -16 | -8 | -14 | -4 | 1 | 3 | -12 | -15 | 11 | -28 | -4
Cc1ccccc1CN1CCN(S(C)(=O)=O)CC1 | 1 | -12 | -6 | 3 | -1 | -4 | 1 | 5 | -4 | -15 | -10
COc1ccc(NC(=O)NNC(=O)c2ccc3ccccc3c2O)cc1OC | -8 | 0 | -22 | -1 | -3 | 2 | -9 | -5 | -11 | 1 | -1
Cc1c(Cl)cccc1NC(=O)CNC(=O)C1CCN(C(=O)Nc2ccccc2)CC1 | -21 | -1 | -8 | 1 | -2 | -6 | -13 | -18 | -23 | -22 | -10
Cn1c(N)c(C(=O)COC(=O)CNC(=O)c2ccccc2)c(=O)n(C)c1=O | 14 | -16 | 7 | -18 | 1 | -4 | 8 | -7 | 3 | -37 | -5
O=C(Cn1ccc([N+](=O)[O-])n1)NCc1cccs1 | -17 | -32 | 17 | 3 | -2 | 1 | -3 | 15 | 26 | -16 | -1
CCC(Oc1ccccc1)C(=O)Nc1ccc(S(=O)(=O)N2CCOCC2)cc1 (stereo not given) | -10 | -10 | -5 | -9 | 2 | -2 | 1 | 0 | 18 | -1 | -5
Cc1ccccc1NC(=O)/C(C#N)=C/c1ccc[nH]1 | -50 | -65 | -27 | -28 | 0 | -5 | -9 | -30 | -20 | -44 | -2
Cc1nn(CCO)c(C)c1Oc1ccccc1O | -14 | 3 | 7 | 10 | 2 | 1 | 1 | 4 | 3 | -19 | -3
COc1ccc(S(=O)(=O)N2CCC(C(=O)NCCCN3CCOCC3)CC2)cc1 | -15 | 5 | 9 | 6 | -5 | 5 | -9 | -7 | 2 | -5 | -7
Cc1cc(C)nc(-n2nc(C)c3c(C(=O)O)cc(-c4cccc(Br)c4)nc32)n1 | -8 | 8 | 0 | 3 | 1 | -3 | 3 | 9 | -6 | -24 | 2
CCOC(=O)c1ccc(NC(=O)CC2Sc3ncnn3C2=O)cc1 (stereo not given) | -9 | -25 | 9 | 17 | -1 | 8 | 8 | 12 | -6 | 25 | -4
COc1cc2c(cc1OC)CN(CC(=O)Nc1ccccc1C(=O)NC1CC1)CC2 | -9 | 1 | 7 | 16 | 7 | -8 | 6 | 5 | -8 | 12 | -12
Cc1cc2oc(=O)c(CC(=O)NCCCO)c(C)c2c2occ(C(C)(C)C)c12 | -23 | 1 | 21 | -18 | 16 | 5 | 2 | -10 | -48 | -15 | 8
COc1ccc(-c2cc(-c3n[nH]c(=S)n3-c3ccccc3Cl)[nH]n2)cc1 | 19 | 13 | 5 | 2 | -5 | 10 | 6 | 20 | 2 | -30 | 8
COc1cc(C2CC(c3ccccc3)=NN2c2ccccc2)ccc1OCC(=O)O (stereo not given) | -35 | 13 | 14 | -17 | 1 | -5 | 1 | -29 | 11 | 15 | -4
CC1(c2ccccc2Cl)NC(=O)N(CC(=O)N2CCc3ccccc32)C1=O (stereo not given) | -9 | -2 | 0 | -8 | 0 | -4 | -1 | 1 | -7 | 15 | 6
CC(C)n1cc(CN2CCCC(C(=O)Nc3cccc(-c4cc5ccccc5[nH]4)c3)C2)cn1 (stereo not given) | -5 | -7 | -17 | 11 | 24 | 13 | 23* | 5 | 20 | 5 | 5
c1csc(C2Nc3cccc4cccc(c34)N2)c1 | -4 | 0 | 1 | 13 | 3 | 2 | -4 | -9 | 13 | 7 | 9
CCOC(=O)C1CCN(c2nc3ccccc3nc2C(C#N)C(=O)OC(C)C)CC1 (stereo not given) | -14 | 0 | 2 | 42 | 1 | 1 | 2 | 16 | 11 | -21 | 3
COc1cc(OC)cc(-c2c(-c3cccs3)c3cc(-c4ccc(C(N)=O)cc4)ccc3n2C)c1 | 0 | -19 | -9 | -31 | -1 | -9 | 9 | -1 | -10 | -80 | -9
COC(=O)c1[nH]c2c(c1C)C(=O)CC(c1ccc(C)cc1)C2 (stereo not given) | 14 | -11 | -15 | -7 | 1 | 1 | 8 | 12 | 5 | -16 | 2
COc1cc(OC)c(S(=O)(=O)Nc2ccccc2N2CCOCC2)cc1NC(C)=O | 15 | -6 | -1 | -12 | 2 | 4 | 12 | -3 | 17 | -11 | -12
Cc1cc(OCC(O)CN2CCN(c3ccccn3)CC2)cc(C)c1Cl (stereo not given) | 10 | 0 | -3 | -8 | -2 | 4 | -13 | 5 | 0 | -33 | 8
Cc1ccc(-c2noc(CCC(=O)NC3CCCC3)n2)cc1 | -25 | -14 | 7 | 37 | 3 | 5 | 5 | -2 | -8 | 4 | 12
C=CCSc1cc(C)nc2c(-c3ccccc3)c(C)nn12 | -8 | -3 | -5 | -22 | -5 | 3 | -8 | -1 | 5 | -27 | -9
O=C(NCCOc1ccccc1)C1CCC(=O)N(CCc2ccccn2)C1 (stereo not given) | -7 | -6 | -2 | 5 | -1 | -3 | 0 | -13 | 3 | -10 | -15
O=C(N/N=C\c1ccc(CNS(=O)(=O)c2ccccc2)o1)C(=O)Nc1ccc(F)cc1 | -31 | -12 | -16 | -77 | 1 | -1 | -3 | -13 | -44 | -24 | 3
CC(/C=N/NC(=O)c1ccc2nc(C)[nH]c2c1)=C\c1ccccc1 | -18 | -16 | 8 | 9 | -13 | -3 | -6 | 9 | -2 | -1 | -2
CSCC[C@H](NC(=O)c1ccc(Cl)c([N+](=O)[O-])c1)c1nc2ccccc2[nH]1 | -26 | -6 | -19 | -6 | -1 | 1 | -14 | 27 | 5 | 2 | -10
COC(=O)c1ccc(NS(=O)(=O)c2cc(C)ccc2OC)cc1 | 6 | -2 | -11 | 2 | -3 | -1 | 11 | 8 | 22 | 2 | 0
CCOc1ccc(NC(=O)CN(C)C(=O)c2c(C)nn(-c3ccccc3)c2Cl)cc1OCC | -5 | 1 | 21 | 0 | -4 | -10 | 6 | -7 | -6 | 6 | 6

Bioassay records from PubChem.
